Compound activity deposited in PubChem BioAssay by several laboratories.
MRP reversal: reversal of MRP1-mediated doxorubicin resistance, primary screen, H69AR cells, doxorubicin co-treatment; H69AR cells + 2 uM doxorubicin, CellTiter-Glo, 72 h; 85,000 compounds, 0.04% hits; differential viability (reversal), % at 10 µM;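 active = viability drop by adding the cancer drug above about 55%, with treated viability meeting a 40% cutoff, limit read from the data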;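 also: viability without doxorubicin minus viability with 2 µM doxorubicin for each compound; larger differential means the compound sensitizes cells more to doxorubicin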
IL1B NFkB inh: inhibitors of IL-1B driven NFkB p65 nuclear import, primary screen, imaging, HUVEC, IL-1B stimulus, high-content imaging; HUVEC IL-1B NFkB p65 nuclear translocation imaging; 94,000 compounds, 0.43% hits; inhibition, % at 2 µM;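 active = inhibition above about 30% together with a positive call from visual inspection of the well image, limit read from the data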;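 also: nuclear over cytoplasmic p65 intensity ratio measured by imaging; 0% = IL-1B stimulated DMSO wells and 100% = unstimulated DMSO wells; values of inactives mirror those of a sister screen read the other way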
PLAP inhibition: PLAP enzyme inhibitors, biochemical, luminescence, HTS (AID 690) | 96,000 compounds, 0.08% hits | Alkaline phosphatase, placental type (Homo sapiens) | one-dose inhibition, % at 20 µM; IC50 in µM for titrated hits | purified PLAP, luminescent substrate; higher % means a stronger effect; in the data active = a potency from the dose series; inactive = the rest, 99 in 100 with inhibition below about 30%; also: strong numbers were not always called active
Bcl-B displacement: displacers of TR3 peptide from Bcl-B, primary screen, selectivity assay for Bfl-1 inhibitor project, biochemical, fluorescence polarization | 96,000 compounds, 0.11% hits | Bcl-2-like protein 10 (Homo sapiens) | AID 748, 2007 | FP displacement of FITC-TR3 peptide from Bcl-B; higher % means a stronger effect | one-dose displacement, % at 20 µM; IC50 in µM for titrated hits;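 active = displacement above 50% at 20 µM plus a fluorescence interference ratio under 1.5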;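 also: plate controls were wells without compound for no effect and wells lacking Bcl-B protein for full effect; a part of the inactive calls stands beside numbers as strong as those of hits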
IL1B NFkB pot: enhancers of NFkB p65 translocation in HUVEC – imaging, IL-1B stimulus, high-content imaging, primary screen | HUVEC IL-1B NFkB p65 nuclear translocation imaging | activation, % at 2 µM | 94,000 compounds, 0.3% hits;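 active = activation above 40%, about the mean plus 3 SD, also judged a hit on visual image review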;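 also: percent activation is computed from the nuclear over cytoplasmic p65 intensity ratio; values of inactives mirror those of a sister screen read the other way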
MRP reversal cytotoxicity: recorded beside MRP reversal, whose call it bears; viability, %; H69AR cells, CellTiter-Glo, 72 h; measured here: cytotoxicity without doxorubicin
MRP reversal with doxorubicin: second read-out of MRP reversal, no call of its own (marks repeat the call); viability, %; measured here: viability with 2 uM doxorubicin; active compounds read low
IL1B NFkB inh cell count 2 µM: also measured in IL1B NFkB inh; calls as there; cell count; measured here: cells passing quality filter;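 raw number of nuclei counted in each imaged well without normalization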
IL1B NFkB pot cell count 2 µM: further read-out of IL1B NFkB pot, marked with its call; cell count; measured here: cells passing quality filter
* marks the source's active call; other numbers are inactive results; · = no result given.

SMILES	MRP reversal	MRP reversal cytotoxicity	MRP reversal with doxorubicin	IL1B NFkB inh	IL1B NFkB inh cell count 2 µM	PLAP inhibition	Bcl-B displacement	IL1B NFkB pot	IL1B NFkB pot cell count 2 µM
CCOC(=O)c1ccc(NC(=O)CCc2nc(-c3ccc(C)cc3)no2)cc1	6	84	77	-28	120	20%	-14%	28	120
Cc1nn(C)cc1CN(C)C(=O)c1nn2c(c1Cl)NC(c1cccs1)CC2C(F)(F)F (stereo not drawn)	-4	84	87	0	201	-61%	-4%	0	201
CSc1nc(Oc2ccc(C)cc2)cc(C(F)(F)F)n1	·	·	·	0	135	1%	-4%	2	150
O=C(Cc1ccc(-n2c(=S)[nH]c3ccccc3c2=O)cc1)N1CCN(c2ccccc2)CC1	3	99	96	-7	196	-52%	-20%	7	196
COc1ccccc1NC(=O)N1CCCC1C(=O)NCc1ccccc1F (stereo not drawn)	-8	94	102	11	100	-16%	-2%	-11	100
c1ccc(CC2CCN(c3nc(N4CCOCC4)nc(N4CCOCC4)n3)CC2)cc1	-23	60	83	-20	159	·	·	20	159
CCOc1ccccc1NC(=O)CSc1ccccc1	·	·	·	-9	114	11%	-2%	9	114
CCOc1nc(CC)nc(NC(=O)NS(=O)(=O)c2ccccc2Cl)n1	-19	82	102	-2	116	13%	5%	2	116
CCCCOc1ccc(C(=O)NCc2ccncc2)cc1	-9	78	87	-7	129	1%	3%	7	129
O=C(O)C1CC(=O)N(c2ccc(Br)cc2)C1 (stereo not drawn)	1	105	104	21	137	0%	-5%	-21	137
COCCCn1c(SCc2nnc(-c3ccccc3)o2)nc2sc3c(c2c1=O)CCC3	·	·	·	-9	148	-10%	-16%	9	148
Cc1ccccc1C(=O)c1c[nH]c(C(=O)NCCCn2ccnc2)c1	·	·	·	-2	128	-61%	20%	2	128
CC[C@@H](C(=O)n1nc(C)cc1C)[C@H](NS(=O)(=O)c1ccc(C)cc1)c1ccccc1	·	·	·	-28	159	10%	-5%	28	159
CCN(CC)c1ccc(N2C(=O)/C(=C\c3cccnc3)SC2=S)cc1	·	·	·	-10	160	-6%	7%	11	160
CCOC(=O)CN(C(=O)CSc1nnc(CNc2ccc(F)cc2)o1)c1ccccc1	-2	100	102	1	94	-49%	2%	-1	94
Cc1cccc(NC(=O)N[C@@H](C)C(=O)O)c1	-2	98	100	-22	148	6%	-1%	22	148
Cc1cc(NC(=O)CSc2ccc3nnc(-c4ccc(Cl)cc4)n3n2)no1	9	86	77	1	79	0%	-1%	-1	79
COc1cc(-c2nc(S(=O)(=O)c3ccc(Cl)cc3)c(N(C)C)o2)cc(OC)c1OC	·	·	·	-6	170	·	·	6	170
Cc1ccc(S(=O)(=O)NC(=O)c2cc(C)n(CCCN3CCOCC3)c2C)cc1	10	101	91	-6	83	-11%	8%	6	83
Cc1cc(C)n(C(=O)c2ccc(NC(=O)CC(C)C)cc2)n1	7	92	85	-9	108	15%	-12%	9	108
COc1cc(NC(=O)CSc2nnc(C)s2)cc(OC)c1OC	2	101	99	12	81	18%	-15%	-12	81
O=S(=O)(Nc1ccc2c(c1)OCO2)c1ccc(Br)s1	15	97	82	6	115	7%	-7%	-6	115
Cc1ccc(CN(CC(=O)NC2CCCC2)C(=O)CSc2nnc(COc3ccccc3)o2)cc1	-3	16	19	3	137	·	·	-3	137
Cc1nc(NC(=O)c2ccccc2)sc1-c1csc(NCCc2ccccc2)n1	-16	66	82	-7	145	-43%	3%	7	145
c1ccc(CCNc2c3c(nc4ncnn24)CCC3)cc1	-8	76	83	·	·	16%	3%	·	·
CC(C)CC(=O)Nc1ccc(C(=O)COc2ccc(-c3nnco3)cc2)cc1	11	83	71	14	110	-57%	-125%	-14	110
CCOc1cc(CN2CCN(C(=O)CC(C)C)CC2)ccc1OC	-6	81	87	1	178	-60%	2%	-1	178
COc1cccc(C(=O)CSc2nnc(CNS(=O)(=O)c3ccc(C)cc3)n2C)c1	·	·	·	3	189	-38%	-11%	-3	189
COC(=O)c1oc2ccccc2c1-n1cccc1	16	102	86	-17	188	17%	9%	17	188
O=C(NCCNC(=O)c1cc(OCC(F)(F)F)ccc1OCC(F)(F)F)Nc1ccc(OC(F)(F)F)cc1	·	·	·	5	158	-2%	-3%	-5	158
O=C(CSc1ncccn1)N1CCN(C(c2ccccc2)c2ccccc2)CC1	17	99	83	3	45	-50%	9%	-3	45
O=C(c1cccc(F)c1)N1CCN(C(=O)c2nn3cccnc3c2Cl)CC1	-11	80	91	-16	122	-49%	0%	16	122
Nc1cc(C2CCCC2)nn1-c1ccccc1	14	102	88	8	148	14%	-1%	-8	148
Cc1c(Cl)cccc1N=Cc1ccc([N+](=O)[O-])s1	·	·	·	12	132	19%	0%	-12	132
COC(=O)c1nnn(-c2nonc2N)c1CN1CCc2ccccc21	-47	28	74	9	133	-10%	0%	-9	133
O=C(CCc1ccc(S(=O)(=O)N2CCOCC2)cc1)N1CCN(Cc2ccc3c(c2)OCO3)CC1	27	73	46	0	171	-44%	2%	0	171
CCn1c(CSc2nc3ccccc3s2)nc2ccccc21	8	95	87	-17	64	-17%	-2%	17	64
CCn1c(C(=O)NCCCN2CCc3ccccc3C2)cc2sccc21	0	55	55	·	·	-49%	-3%	·	·
CCc1nc2ccccc2n1CC(C)C(=O)O (stereo not drawn)	-7	100	107	-3	102	·	·	3	102
N#Cc1ccc(N2CCN(C(=O)c3cccc(F)c3)CC2)c(F)c1	-12	71	83	·	·	12%	2%	·	·

Some of the entries so far, with two lines to a compound:
Order of values: MRP reversal | MRP reversal cytotoxicity | MRP reversal with doxorubicin | IL1B NFkB inh | IL1B NFkB inh cell count 2 µM | PLAP inhibition | Bcl-B displacement | IL1B NFkB pot | IL1B NFkB pot cell count 2 µM
O=C(c1cccc(F)c1)N1CCN(C(=O)c2nn3cccnc3c2Cl)CC1
  -11 | 80 | 91 | -16 | 122 | -49% | 0% | 16 | 122
O=S(=O)(Nc1ccc2c(c1)OCO2)c1ccc(Br)s1
  15 | 97 | 82 | 6 | 115 | 7% | -7% | -6 | 115
Cc1c(Cl)cccc1N=Cc1ccc([N+](=O)[O-])s1
  · | · | · | 12 | 132 | 19% | 0% | -12 | 132
CCOc1cc(CN2CCN(C(=O)CC(C)C)CC2)ccc1OC
  -6 | 81 | 87 | 1 | 178 | -60% | 2% | -1 | 178
CCn1c(C(=O)NCCCN2CCc3ccccc3C2)cc2sccc21
  0 | 55 | 55 | · | · | -49% | -3% | · | ·

Next section:
SMILES	MRP reversal	MRP reversal cytotoxicity	MRP reversal with doxorubicin	IL1B NFkB inh	IL1B NFkB inh cell count 2 µM	PLAP inhibition	Bcl-B displacement	IL1B NFkB pot	IL1B NFkB pot cell count 2 µM
Cc1ccnc(SCCn2c(N3CCN(c4ccccc4)CC3)nc3c2c(=O)[nH]c(=O)n3C)n1	·	·	·	9	181	-29%	7%	-9	181
Cc1ccc(S(=O)(=O)Cn2nnnc2C(C(C)C)N2CCN(c3nc4ccccc4s3)CC2)cc1 (stereo not drawn)	-34	27	61	11	187	·	·	-11	187
CCOc1ccc2nc(NCCNC(=O)CC)c(C#N)cc2c1	6	92	86	-19	145	-20%	20%	19	145
CCOP(=O)(c1ccccc1)C1(O)CCCCC1 (stereo not drawn)	-2	100	102	-14	62	-21%	3%	14	62
Cc1cc(Br)c(S(=O)(=O)NCCN2CCOCC2)cc1C	15	98	83	-31	137	7%	-12%	31	137
OCc1nn2c(c1Br)NC(c1ccccc1)CC2C(F)(F)F (stereo not drawn)	12	87	75	-19	126	-2%	-15%	19	126
CCn1c(SCC(=O)NCc2ccc(C)cc2)nnc1-c1ccncc1	-4	90	93	-8	92	16%	-10%	8	92
CC(=O)Nc1ccc(NC(=O)Oc2ccccc2)cc1	-21	87	108	10	116	10%	-11%	-10	116
COc1ccc(C)cc1S(=O)(=O)N(CC(=O)O)c1ccccc1	10	92	82	-17	133	-6%	-10%	17	133
COC(=O)c1sccc1NC(=O)CSc1ccccc1NS(=O)(=O)c1ccc(Br)cc1	·	·	·	·	·	-45%	0%	·	·
COc1ccc(N(CC(=O)NC2CCCCC2)C(=O)CNC(=O)c2ccco2)c(OC)c1	20	98	77	-12	104	·	·	12	104
Cc1ccc(NC(=S)NCc2ccc3c(c2)OCO3)c(C)c1	·	·	·	-26	97	28%	19%	26	97
CC(C)N1C(=S)SC(C)(C)C1n1oc(=O)n(-c2ccc(Cl)c(Cl)c2)c1=O (stereo not drawn)	3	97	94	-2	86	·	·	2	86
CC(O)[C@H](NC(=O)C1(c2ccccc2)CCN(C(=O)OC(C)(C)C)CC1)C(=O)O (stereo partly drawn)	-11	90	101	11	145	-79%	12%	-11	145
COC(=O)C(NC(=O)Nc1ccccc1OC)C(C)C (stereo not drawn)	·	·	·	-3	163	17%	-1%	3	163
CCCc1ccc(-c2ccc(F)c(N)c2)nc1	-2	78	80	-1	83	-7%	-4%	1	83
CCN1CCc2c(C#N)c(NCc3ccccc3)nc(N(CC)CC)c2C1	2	58	55	-13	124	-23%	-6%	13	124
CC1CCCCN1CCNc1nc(=S)[nH]c2ccccc12 (stereo not drawn)	-1	96	97	-2	82	0%	-8%	1	82
c1cc2c3c(cccc3c1)C(N1CCN(C3=Nc4cccc5cccc3c45)CC1)=N2	-4	8	11	13	179	·	·	-13	179
COCc1[nH]nc2c1C(c1ccccc1OC)C(C#N)=C(N)O2 (stereo not drawn)	5	105	100	·	·	-4%	-7%	·	·
CC(=O)Nc1ccc(S(=O)(=O)Nc2nc3ccc(C)cc3s2)cc1	1	100	99	·	·	5%	-9%	·	·
O=S(=O)(NC1CCCCC1)c1ccc(Br)cc1	-5	102	107	·	·	7%	-6%	·	·
C=CCN(CC=C)C(=S)NC(=O)c1ccc(-c2ccccc2)cc1	·	·	·	0	164	4%	-7%	0	164
O=[n+]1c2c(n([O-])c3cc(F)c(N4CCCC4)cc31)CCC2	16	89	73	-28	135	·	·	28	135
CCOC(=O)c1c(NC(=O)Cn2cc([N+](=O)[O-])cn2)sc2c1CCC2	·	·	·	4	119	6%	-3%	-4	119
Cc1nnc2n(C3CCCCC3)c(=O)c3c4c(sc3n12)CCC4	13	82	69	-16	109	13%	8%	16	109
COC(=O)C1=C(N)Oc2cc(C)n(CC3CCCO3)c(=O)c2C1c1ccccc1OC (stereo not drawn)	9	85	76	-15	193	-6%	8%	15	193
O=C1c2ccccc2-c2c1cccc2C(=O)N1CCCCC1	26	91	65	-3	138	·	·	3	138
CCOC(=O)c1nc2cc3n(c(CC(C)C)c-2c1C)CC(C)=C3C	2	78	76	3	143	·	·	-3	143
COc1cc(S(=O)(=O)n2nnc3ccccc32)c(OC)cc1Cl	-9	75	84	-18	15	·	·	18	15
Cc1cc(C(C)(C)C)oc1C(=O)Nc1ccc(CC(=O)O)cc1	0	89	89	·	·	-22%	5%	·	·
Cc1ccc(-c2nnc3sc(-c4ccncc4)nn23)cc1	5	82	78	8	65	13%	-6%	-8	65
O=C(O)C1CCCCC1C(=O)Nc1cc(Cl)ccc1Cl (stereo not drawn)	-12	87	99	4	139	-18%	-14%	-4	139
COc1cccc(/C=N/NC(=O)CO/N=C(\C)c2cccs2)c1OC	-1	97	98	-4	172	-9%	0%	4	172
COc1ccc(N(CC(=O)NCCSCc2c(F)cccc2Cl)S(C)(=O)=O)cc1OC	-3	93	96	-11	120	10%	4%	11	120
CCCCNC(=O)C1COc2ccccc2O1 (stereo not drawn)	11	96	85	-1	118	-26%	4%	1	118
CC(c1ccccc1)N1CC(C(=O)NC2CCCC2)CC1=O (stereo not drawn)	14	104	90	2	91	-6%	8%	-3	91
Cc1ccc(/C=c2\sc3nc(-c4ccco4)nn3c2=O)o1	1	84	83	12	56	-42%	19%	-12	56
CN(C)C(CNC(=O)C1CCCN(C(=O)c2ccc(Cl)cc2)C1)c1ccco1 (stereo not drawn)	15	98	83	-17	147	-69%	16%	17	147

A portion of the library (hit frequency here may not be typical).
